# pPAFAH inh: pPAFAH (human) enzyme inhibition; Q13093; recombinant pPAFAH, FP-rhodamine probe fluorescence polarization; inhibition, % at 3.39 µM; 1.5% of 330,000 active; AID 463082;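 active = inhibition above the mean inhibition across the screen plus 3 SD, cut at about 25% in these data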;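 note: inhibitors block binding of the rhodamine activity-based probe so polarization drops; 0% = enzyme with DMSO and 100% = wells lacking pPAFAH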
# PREPL inhibitor: inhibits the human prolyl oligopeptidase-like enzyme; Q4J6C6; recombinant PREPL, fluorescence polarization activity-based probe; inhibition, % at 5.96 µM; 0.68% of 320,000 active; AID 2751; in the data active = inhibition above about 43%;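 note: 0% = enzyme with DMSO and 100% = wells lacking enzyme; many of its hits are not listed in these tables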
# PME-1 primary: PME-1 (human) inhibition; recombinant PME-1, FP-Rh probe fluorescence polarization; inhibition, % at 5.9 µM; 0.53% of 320,000 active; AID 2130;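 active = inhibition above the campaign mean of all compounds plus 3 SD, cut at about 26% in these data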;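 note: competitive labeling of PME-1 active site by serine hydrolase directed probe; 0% = PME-1 with DMSO and 100% = wells lacking PME-1 enzyme; inhibitors block probe labeling so polarization falls and inhibition rises; many of its hits are not listed in these tables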
# PAD4 FP inh: inhibitors of human PAD4 | inhibition, % at 6.36 µM | recombinant PAD4, RCA probe fluorescence polarization | 0.41% of 330,000 active;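 active = percent inhibition above a cutoff equal to the mean of all tested compounds plus 3 SD, cut at about 15% in these data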;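 note: 0% = PAD4 with RCA probe and DMSO and 100% = probe without PAD4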
# Target sequence (Q9UM07 whole entry, looked up): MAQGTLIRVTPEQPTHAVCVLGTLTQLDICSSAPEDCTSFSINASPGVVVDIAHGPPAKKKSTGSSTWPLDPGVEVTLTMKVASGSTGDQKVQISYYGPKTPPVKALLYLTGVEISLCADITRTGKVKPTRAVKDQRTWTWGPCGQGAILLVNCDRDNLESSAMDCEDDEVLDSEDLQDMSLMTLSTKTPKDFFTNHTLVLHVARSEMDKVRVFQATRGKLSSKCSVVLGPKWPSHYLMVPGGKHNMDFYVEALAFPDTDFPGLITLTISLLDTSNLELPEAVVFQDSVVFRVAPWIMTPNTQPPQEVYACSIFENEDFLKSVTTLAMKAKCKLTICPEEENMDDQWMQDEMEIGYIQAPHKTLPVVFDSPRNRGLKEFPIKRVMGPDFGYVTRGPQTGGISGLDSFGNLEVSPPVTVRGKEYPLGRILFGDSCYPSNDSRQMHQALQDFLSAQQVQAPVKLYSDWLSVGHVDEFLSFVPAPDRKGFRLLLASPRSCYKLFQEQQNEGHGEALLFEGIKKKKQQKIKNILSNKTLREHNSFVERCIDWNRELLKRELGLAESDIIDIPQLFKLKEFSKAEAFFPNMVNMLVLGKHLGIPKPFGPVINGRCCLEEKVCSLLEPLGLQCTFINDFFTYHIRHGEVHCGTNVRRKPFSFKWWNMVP
# LYPLA1 inh: blocks human lysophospholipase 1, a PME1 counter-screen; O75608; recombinant LYPLA1, FP-Rh probe fluorescence polarization; inhibition, % at 5.9 µM; 0.16% of 320,000 active;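 active = inhibition above the mean of all tested compounds plus 3 SD, set per campaign, cut at about 14% in these data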;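 note: inhibitors block serine hydrolase probe labeling of LYPLA1 so polarization falls; 0% = enzyme with DMSO and 100% = wells lacking LYPLA1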
# GSTO1 inh: blocks human GSTO1 in RBBP9 counter-screen. P78417. recombinant GSTO1, activity-based probe fluorescence polarization. inhibition, % at 5.96 µM. 1.1% of 300,000 active;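 active = inhibition above the campaign mean inhibition plus 3 SD, cut at about 35% in these data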;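 note: 0% = GSTO1-1 with DMSO and 100% = wells lacking GSTO1-1 enzyme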
# PAFAH1B2 inh: PAFAH1B2 (human) inhibition. recombinant PAFAH1B2, FP-rhodamine activity probe, fluorescence polarization. inhibition, % at 3.39 µM. 1.2% of 340,000 active;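 active = inhibition above the mean of all tested compounds plus 3 SD, cut at about 24% in these data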;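 note: 0% = enzyme with DMSO and 100% = wells lacking PAFAH1B2; many of its hits are not listed in these tables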
# PAFAH1B3 inh: inhibitors of human PAFAH1B3. Q15102. recombinant PAFAH1B3, FP-rhodamine probe, fluorescence polarization. inhibition, % at 3.39 µM. 0.28% of 340,000 active. AID 492972;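 active = inhibition above the screen-wide average of all tested compounds plus 3 SD, cut at about 25% in these data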;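 note: 0% = enzyme with DMSO only and 100% = wells lacking PAFAH1B3 protein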
# Target sequence (Q15102 whole entry, looked up): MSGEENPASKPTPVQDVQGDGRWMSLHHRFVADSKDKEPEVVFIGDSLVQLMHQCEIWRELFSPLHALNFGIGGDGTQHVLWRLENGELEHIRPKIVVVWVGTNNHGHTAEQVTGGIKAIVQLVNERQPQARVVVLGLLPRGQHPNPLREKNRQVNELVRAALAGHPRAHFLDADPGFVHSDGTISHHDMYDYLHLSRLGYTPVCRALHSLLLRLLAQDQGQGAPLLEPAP
# LYPLA2 counter: counter-screen for PME1 inhibitors: inhibitors of human LYPLA2; O95372; recombinant LYPLA2, FP-Rh probe fluorescence polarization; inhibition, % at 5.9 µM; 0.38% of 320,000 active; AID 2177;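 active = inhibition above the screen-wide mean plus 3 SD, limit set per campaign, cut at about 26% in these data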;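 note: 0% = LYPLA2 with DMSO and 100% = wells lacking LYPLA2 enzyme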
# Numbers without * were called inactive; / = not tested or not shown.
# Values run as follows: pPAFAH inh	PREPL inhibitor	PME-1 primary	PAD4 FP inh	LYPLA1 inh	GSTO1 inh	PAFAH1B2 inh	PAFAH1B3 inh	LYPLA2 counter
- CC(=O)Nc1ccc(NC(=O)c2cc(-n3cnnc3)ccc2Cl)cc1
  1.3	8.4	-1.4	0.9	1.3	2.3	0.1	7.1	-5.7
- COc1ccc(-n2c(=S)[nH]c3cc(C(=O)NCc4ccccc4OC)ccc3c2=O)c(OC)c1
  -0.7	-11.2	-8.9	-0.7	-8.3	-1.3	3.0	11.3	-6.9
- NC(=O)NC(CC(=O)OCC(=O)NC(=O)NCc1ccco1)c1ccc(Cl)cc1 (centres undefined)
  8.5	-1.0	7.6	-0.8	1.6	0.6	4.5	10.7	8.2
- CC(C)CN1CCN(Cc2ccc3ncccc3c2)CC1CCO (centres undefined)
  -4.4	-1.2	-1.8	0.0	-0.6	6.3	-0.5	10.0	-0.6
- Cc1ccc2[nH]c(=O)c(CN(CCc3ccccc3)C(c3nnnn3Cc3ccco3)C(C)C)cc2c1 (centres undefined)
  12.1	1.6	-9.0	-12.8	-11.6	-11.1	-4.4	-2.1	-15.3
- Cc1cc([N+](=O)[O-])nn1CC(=O)Nc1sc2c(c1C(N)=O)CCCC2
  0.2	-4.7	-2.6	2.1	-0.3	-2.8	3.9	7.0	4.1
- CCOC(=O)C(=O)Nc1ccc(Oc2ccccc2)cc1
  0.5	-1.7	-8.2	3.7	-4.7	4.5	-2.8	1.2	-3.0
- O=C(Cn1cc(C(F)(F)F)cc(Cl)c1=O)NCc1ccc(Cl)cc1
  0.0	2.4	-0.1	4.1	-2.3	-0.3	8.9	3.3	8.2
- Cc1nc2ccc(-c3nc4ccccc4o3)cc2[nH]1
  -2.5	7.8	-6.5	-2.3	-2.2	-8.0	5.0	2.4	0.4
- CCSc1nnc(Cn2c(=O)sc3ccccc32)n1C
  2.4	1.4	4.7	-0.9	2.5	1.4	-4.1	12.1	1.6
- Cc1ccc2cc3c(N)[nH]nc3nc2c1
  1.6	3.4	19.1	0.8	2.7	3.5	-1.3	9.8	-6.4
- CC(C)Cc1nc2sc3c(SCC(N)=O)ncnc3c2c2c1CCC2
  -7.0	-6.1	-0.2	1.9	-3.8	-2.2	9.2	-9.4	-0.1
- CCOc1cc(/C=C2\C(=N)N3N=CSC3=NC2=O)ccc1OS(=O)(=O)c1ccccc1
  14.4	9.2	5.8	-3.1	0.5	-31.3	7.1	-1.5	1.0
- Clc1ccc(OCc2nc(-c3ccncc3)no2)c(Cl)c1
  5.1	-20.0	-0.3	1.4	-1.7	-4.6	-1.0	8.2	12.5
- CC(C)(C)C(=O)NC(=S)Nc1ccccc1N1CCCC1
  -1.2	2.0	0.8	-1.0	-1.5	4.4	2.7	1.0	3.2
- COc1ccc(CNS(=O)(=O)c2ccc3c(c2)C(C)(C)C(=O)N3C)cc1
  4.4	5.3	1.2	-4.4	2.6	8.0	1.1	2.9	7.7
- O=C(CN1CCN(S(=O)(=O)c2ccccc2)CC1)Nc1ccc2c(c1)CCC2
  1.4	-36.6	9.5	0.9	1.6	0.1	5.9	3.0	2.7
- O=C(COC(=O)CCc1ccc(S(=O)(=O)N2CCOCC2)cc1)Nc1ccc(Cl)cn1
  14.0	0.0	2.2	4.8	4.5	-6.5	1.4	0.3	14.4
- O=C(COC(=O)CC1CC2CCC1C2)NCc1ccc(Cl)cc1 (centres undefined)
  18.6	9.6	/	-0.9	/	/	22.0	6.3	/
- COCCNC(=O)C(c1ccco1)N(C(=O)Cn1nnc2ccccc21)c1ccccc1C (centres undefined)
  1.4	-8.2	-0.4	-5.6	0.0	-2.2	5.2	0.0	-6.4
- Cc1cccc(Cn2ccc(-c3ccc(Cl)cc3)c(C#N)c2=O)c1
  19.4	1.3	-7.1	-1.3	-0.3	-2.4	4.4	1.4	3.3
- CCc1ccc(N2CN(Cc3cccnc3)CNC2=S)cc1
  -4.5	3.4	7.1	1.4	2.6	0.6	1.3	6.2	-0.6
- COc1cc(/C=N/NC(=O)CC2(C)OCCO2)cc(Br)c1O
  3.0	0.1	4.7	0.9	-3.7	6.3	3.5	7.3	3.1
- CCCOc1ccc2ccccc2c1/C=N/n1c(C)nnc1-n1nc(C)cc1C
  11.8	0.4	5.6	-0.8	0.1	7.3	-0.6	7.7	-0.8
- Cc1ccc(C(=O)COC(=O)c2ccc(-c3cnc4ccccc4n3)cc2)cc1C
  6.8	0.5	-3.6	-0.8	2.3	-5.0	-5.3	-7.9	-1.5
- CCN1C(=O)[C@@H]2[C@@H](c3ccc(-c4ccccc4)cc3)N3CCCC[C@@]3(C(=O)OC)[C@@H]2C1=O
  7.0	-6.3	-10.2	-0.4	-3.9	-2.9	2.0	-2.6	-3.1
- Cc1ccc(CCCNC(=O)C2CCC(=O)N(Cc3cccc(F)c3)C2)cc1 (centres undefined)
  5.1	-2.6	2.5	-2.8	-0.8	2.6	10.6	-5.1	0.7
- CCCCNC(=S)N1CCC(Cc2ccccc2)CC1
  2.7	9.8	-0.7	7.8	-2.2	-1.5	1.1	5.0	3.6
- O=C1CCN(Cc2ccccc2)C=C1c1ccc(Br)cc1
  2.2	8.9	/	-1.4	/	/	3.5	2.1	/
- COc1ccccc1OCC(=O)Nc1ccc(S(=O)(=O)Nc2nccs2)cc1
  0.4	-11.4	-2.8	1.4	0.3	2.0	-1.4	16.6	-1.3
- COc1ccc(C(C)=O)cc1CSc1nnc(SCc2cc(C(C)=O)ccc2OC)s1
  4.0	-7.0	-0.3	5.1	6.2	-3.4	/	/	10.5
- COc1cc2nc(NC(=O)c3ccco3)sc(=O)c2cc1OC
  0.3	-4.1	3.0	2.2	-2.5	5.4	3.4	-0.9	3.0
- CN1/C(=C\C(=O)CN2C(=O)NC3(CCCCCC3)C2=O)C(C)(C)c2ccccc21
  -3.8	-13.2	-22.8	-30.5	-10.8	-0.6	-0.8	-8.3	-22.4
- O=C(NCc1ccccc1Cl)c1ccc(Br)o1
  6.6	-1.6	4.0	2.1	4.3	5.3	5.2	4.1	9.0
- COc1ccccc1C(CNC(=O)CCNC(=O)c1ccccc1Cl)N1CCCC1 (centres undefined)
  0.2	4.5	-7.0	0.5	-0.6	-0.4	5.2	1.1	4.9
- CCn1cc([N+](=O)[O-])c(C(=O)Nc2nc(-c3ccc(C)cc3)c(C)s2)n1
  -1.7	1.1	-1.8	1.4	3.2	7.7	2.0	0.4	-0.9
- CCOc1cccc(C(=O)NC(=S)Nc2cccnc2)c1
  -1.8	-6.6	10.1	3.1	-4.0	-0.8	5.1	0.9	3.3
- COc1ccc(-n2c(-c3ccc(Br)cc3)n[nH]c2=S)cc1
  9.2	1.2	2.9	4.9	-1.0	-2.2	5.4	11.4	3.1
- O=S(=O)(c1ccc(F)cc1)N1CCN(c2nc(-c3ccc(F)cc3)cs2)CC1
  3.7	-5.4	-0.6	-1.3	2.5	3.2	-2.0	-3.2	0.1
- O=C1C(Cl)=C(NCCCN2CCOCC2)C(=O)N1CCc1ccccc1
  4.6	12.3	0.4	-0.1	0.3	19.2	-0.9	8.2	3.0
- CC(C)NC(=O)NC(=O)COc1ncnc2sccc12
  1.9	1.8	-0.7	-6.8	-2.0	-2.2	0.0	-5.5	1.5
- CCS(=O)(=O)N1CCN(c2ncnc3sc(C)c(C)c23)CC1
  0.3	15.6	4.4	0.1	1.8	1.6	2.9	12.7	0.3
- Cc1nn(Cc2ccccc2)c(Cl)c1C(=O)OC(C)C#N (centres undefined)
  1.9	-5.8	-5.9	-2.3	2.1	6.1	1.6	2.2	5.3
- CCOc1ccc(N2C(=O)CC(N3CCc4ccccc43)C2=O)cc1 (centres undefined)
  2.1	-2.4	0.1	-3.0	3.1	2.2	3.0	9.5	5.7
- COc1ccc(-n2cc(-c3ccc(Br)cc3)[nH]c2=S)cc1
  3.5	9.9	7.8	0.6	1.6	0.0	1.3	6.3	2.3
- COc1ccccc1C(C)NC(=O)CCNC(=O)c1ccc(Cl)cc1 (centres undefined)
  -4.3	6.7	/	-0.1	/	/	-3.7	-1.6	/
- CCCCCN(C(=O)CCC(=O)OCC(=O)N(CC)C1CCCCC1)c1c(N)n(CCCC)c(=O)[nH]c1=O
  2.5	12.1	4.2	-6.4	5.2	0.6	5.5	1.4	4.9
- CCOc1cccc(N(C(=O)CCC(=O)Nc2cc(C)on2)C(C(=O)NC(C)(C)C)c2ccc(OC)cc2)c1 (centres undefined)
  -3.6	9.1	-4.6	-2.4	4.6	-1.9	3.6	8.5	4.4
- COc1ccccc1N1C(=O)S/C(=C\c2ccc(C)s2)C1=O
  6.2	-6.5	-1.4	-4.0	-3.8	0.8	2.4	1.3	-2.6
- Cc1cc(C)cc(OCC(=O)Nc2ccc3c(c2)OCCO3)c1
  2.0	-3.7	-3.8	-4.6	-1.9	10.9	-6.0	4.7	-2.6
- O=C(COC(=O)c1cc(S(=O)(=O)N2CCOCC2)ccc1Cl)NCCc1ccccc1
  -1.1	7.4	0.4	-4.2	-1.6	/	4.3	3.7	3.5
- O=C(Cn1c(NCCO)nc2ccccc21)Nc1cccc(S(=O)(=O)N2CCCC2)c1
  -2.0	14.4	/	-3.1	/	/	2.7	10.0	/
- O=C(Nc1cccc(-c2nnc(-c3ccco3)o2)c1)c1ccccc1
  -2.0	-20.6	5.9	-3.0	-5.6	-6.4	/	/	-1.6
- CCNc1nc(Cl)nc(NC2CCCCC2)n1
  4.2	1.2	4.7	0.8	0.0	-8.5	4.4	7.3	-6.3
- Cc1cc(C)c2c(c1)-c1cc(C)nn1C(c1ccc3c(c1)OCO3)N2 (centres undefined)
  5.5	1.4	-1.0	-0.4	-0.5	1.7	0.9	6.1	-3.6
- CCOC(=O)C1CCN(C(=O)Cn2nc(C)c3c(C)n(-c4ccccc4)nc3c2=O)CC1
  6.0	7.7	-3.9	-1.1	3.3	-5.2	3.5	7.0	6.0
- CC(CC(=O)O)CC1=NS(=O)(=O)c2ccccc2N1 (centres undefined)
  0.9	-3.0	-2.0	0.9	0.9	5.0	4.2	7.2	14.8
- O=C(NC(=S)Nc1cccc(Cl)c1Cl)C1CC1
  4.6	-5.1	-1.4	1.3	-1.6	-4.9	4.0	-1.9	-6.3
- O=C(CCn1c(=S)[nH]c2ccccc2c1=O)Nc1cccc(Cl)c1
  0.7	-2.3	-3.5	-2.7	-0.7	-29.6	-3.5	-5.9	5.0
- CCc1cc2ccc(OC)cc2nc1SCC(=O)NNC(=O)c1ccco1
  4.5	-3.8	-0.1	-3.2	-4.3	-8.8	3.2	7.5	-8.2

# Additional results
# Values run as follows: pPAFAH inh	PREPL inhibitor	PME-1 primary	PAD4 FP inh	LYPLA1 inh	GSTO1 inh	PAFAH1B2 inh	PAFAH1B3 inh	LYPLA2 counter
- Cc1[nH]c2ccccc2c1/C=N/NC(=O)c1cccc(F)c1
  5.9	12.2	11.3	-5.8	0.7	-1.3	-2.0	-0.6	0.5
- O=C(Nc1cccc(Cl)c1)N1CCN(Cc2ccccc2)CC1
  -0.6	-5.2	-5.6	-1.9	-3.6	-1.1	3.7	10.4	0.3
- O=C1Nc2ccc(Cl)cc2C12Nc1ccccc1-c1nnc(SCc3ccccc3F)nc1O2 (centres undefined)
  3.7	11.2	5.1	1.7	0.5	-1.2	13.8	2.4	0.8
- C[C@@H]1C[C@@H]2O[C@H]2/C=C\C=C\C(=O)Cc2c(Cl)c(O)cc(O)c2C(=O)O1
  2.7	-4.3	0.5	3.1	-2.1	13.4	4.8	0.9	-3.6
- Cc1ccc(-c2nnc(N3CCN(C(=O)c4ccco4)CC3)c3ccccc23)cc1
  12.1	-8.7	4.2	0.2	-1.8	-5.4	0.3	1.2	8.6

# Source: PubChem

# Not all compounds are listed; count on the stated rates, not on these rows.
